STK33 inh = inhibitors of human STK33 kinase. Q9BYT3. inhibition, % at 10 µM. purified STK33, MBP phosphorylation, ADP-Glo luminescence. AID 2661. 0.073% of 320,000 active;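 active means inhibition at or above 25%, using the most active replicate where run in duplicate; inactive means inhibition below 25%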
Target sequence (Q9BYT3 whole entry, looked up): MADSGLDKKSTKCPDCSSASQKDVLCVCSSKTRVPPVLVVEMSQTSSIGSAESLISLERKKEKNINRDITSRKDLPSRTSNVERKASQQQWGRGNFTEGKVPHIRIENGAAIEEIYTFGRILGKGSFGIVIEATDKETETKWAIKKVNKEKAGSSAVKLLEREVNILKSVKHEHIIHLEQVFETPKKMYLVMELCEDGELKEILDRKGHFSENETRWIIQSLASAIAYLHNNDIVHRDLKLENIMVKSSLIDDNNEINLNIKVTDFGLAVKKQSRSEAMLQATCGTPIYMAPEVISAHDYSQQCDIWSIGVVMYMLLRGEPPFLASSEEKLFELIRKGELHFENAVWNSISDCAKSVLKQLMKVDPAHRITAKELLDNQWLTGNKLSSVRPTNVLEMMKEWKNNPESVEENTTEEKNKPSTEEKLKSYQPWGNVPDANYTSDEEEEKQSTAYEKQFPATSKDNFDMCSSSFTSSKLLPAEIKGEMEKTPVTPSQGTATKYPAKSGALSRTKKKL
CHT block = inhibits the human high affinity choline transporter | Q9GZV3 | 0.86% of 310,000 active | CHT-expressing cells, membrane potential dye, choline response; stronger effect = lower value | B-score at 10 µM;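 active means B-score over 3 SD under the library average, and starting fluorescence ratio not unusually high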;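 further: choline stimulus applied at its EC90 after an EC20 pre-addition; B-score computed on integrated fluorescence ratio after choline addition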
CHT allo act = human CHT allosteric activation; CHT-expressing cells, membrane potential dye, choline EC20; stronger effect = higher value; LV-AA mutant CHT in HEK293 cells; B-score at 10 µM; Q9GZV3; 0.49% of 310,000 active;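 active means initial fluorescence not abnormally high and integrated response B-score, plate-corrected, over 3 SD above library mean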
An asterisk follows results filed as active; i = inactive; . = not tested or not shown.

Sequence of screens – STK33 inh | CHT block | CHT allo act
CCOC(=O)c1[nH]cnc1C(=O)NC(C)C
 : -1.2 | i | i
CC(C)CCNC(=O)C(=O)NCC1OCCCN1S(=O)(=O)c1cccs1 (stereo not given)
 : -0.3 | i | i
Cc1onc(-c2c(Cl)cccc2Cl)c1C(=O)c1ccc(F)cc1
 : -0.2 | i | i
O=C(c1ccc(Cl)cc1)N1CCCC(C(=O)N2CCc3ccccc3C2)C1 (stereo not given)
 : -1.4 | i | i
Clc1ccc(-c2nnc(-c3ccccc3)c(N3CCSCC3)n2)cc1
 : -0.9 | i | i
C/C(=N\S(=O)(=O)c1ccc(C)cc1)Nc1cc(C(C)C)c(O)cc1C
 : -1.0 | i | i
CSc1ccccc1C(=O)N1CCc2ccccc2C1
 : . | i | i
COc1cccc2cc(C(=O)N3CCN(C(=O)c4ccco4)CC3)c(=O)oc12
 : -0.4 | i | i
COc1ccc(C(=O)/C=C/C(=O)N(CC(=O)NC2CCCCC2)CC2CCCO2)c(O)c1 (stereo not given)
 : 0.8 | i | i
Cc1ccc(C2=NOC(C)(c3sc(-c4ccc(Cl)cc4)nc3C)C2)cc1 (stereo not given)
 : 1.1 | i | i
CC(C)N(C(=O)Cn1c(=O)oc2ccccc21)c1ccccc1
 : 1.9 | i | i
Cc1ccc(SCc2noc(C(=O)NC(C)C)c2C(=O)O)cc1C
 : 0.3 | i | i
CCOC(=O)c1c(NC(=O)CSc2nnc(-c3cccnc3)o2)sc(C(C)=O)c1C
 : . | i | i
Cc1ccc(NC(=O)c2sc3nc[nH]c(=O)c3c2C)c(C)c1
 : -0.5 | i | i
CCOc1c2ccc(C(=O)NCc3ccc(OC(F)(F)F)cc3)cc2nn1C
 : -1.2 | i | i
COc1cc2c(cc1OC)C(C(=O)NC1CC1)C1c3ccccc3CCN1C2=O (stereo not given)
 : -1.6 | i | i
COc1ccc(OC)c(/C=C/C(=O)Oc2ccc(C(C)=O)cc2)c1
 : 1.8 | i | i
CC(C)Cn1c(N)c(C(=O)CSc2ccccc2)c(=O)n(C)c1=O
 : 1.1 | i | i
O=C(NP(=O)(N1CCCC1)N1CCCC1)C1=C(N2CCOCC2)/C(=C/c2cccc([N+](=O)[O-])c2)CC1
 : -1.1 | i | i
O=C(CNC(=O)c1cccs1)OCc1ccc(Cl)cc1
 : 0.6 | i | i
CCCNC(=O)COC(=O)c1[nH]c(C)c(C(=O)OCC)c1C
 : 0.6 | i | i
CC(C)COC(=O)c1cc(-c2ccc(/C=N/n3cnnc3)o2)ccc1Cl
 : 0.4 | i | i
COc1ccc(NC(=S)NCCc2c(C)[nH]c3ccc(OC)cc23)cc1
 : -2.1 | i | i
O=C(CCN1C(=O)/C(=C/c2ccccc2F)SC1=S)N[C@@H](CO)Cc1ccccc1
 : 1.0 | i | i
COCCNC(=O)c1cccc(OC2CCN(Cc3ccc(Cl)c(F)c3)CC2)c1
 : -1.3 | i | i
COc1ccc(CNC(=O)c2ccc(N3CCCC3=O)cc2)cc1
 : -0.8 | i | i
CCn1cc(C(=O)NCCCN2CCC(C)CC2)c(=O)c2cc(S(=O)(=O)N(C)C3CCCCC3)ccc21
 : -0.3 | -6.5* | i
CC(C)Oc1ccc(C2CC(=O)N(c3ccccc3)C2=O)cc1 (stereo not given)
 : 0.2 | i | i
Oc1cccc(C=Nc2cccc3ccccc23)c1O
 : 11 | i | i
Cc1ccc(NC(=O)c2ccccc2O)cc1
 : -0.6 | i | i
CCCNc1nc2c(c(=O)[nH]c(=O)n2C)n1CCC(C)C
 : 0.7 | i | i
COc1ccccc1NC(=O)CSc1nnc(-c2ccco2)n1N
 : -1.4 | i | i
N#CC1=C(S)N(c2ccccc2)C(c2ccc(-c3ccc(Cl)c(Cl)c3)o2)NC1=O (stereo not given)
 : 1.1 | i | i
CCOC(=S)SCC(=O)N1CCc2cc(OC)ccc2C1C1C(=O)CCCC1=O (stereo not given)
 : -0.9 | i | i
COc1ccc(C(=O)C2C(c3ccc(-c4ccccc4[N+](=O)[O-])o3)NC(=O)NC2(O)C(F)(F)F)cc1 (stereo not given)
 : -0.7 | i | i
O=C(CC1C(=O)NCCN1C(=O)Nc1ccccc1)Nc1cccc(Cl)c1 (stereo not given)
 : -2.0 | i | i
CS(=O)(=O)NN1C(=O)c2ccccc2NC12CCCC2
 : -1.3 | i | i
O=C(CCCN1C(=O)/C(=C\c2cccs2)SC1=S)Nc1cc([N+](=O)[O-])ccc1O
 : -0.5 | i | i
CNC(=S)NNc1nncc2ccccc12
 : -0.6 | i | i
Cc1noc(C)c1COC(=O)CNC(=O)c1cccc(F)c1
 : -0.2 | i | i
CC(C)(C)CN1CCNC(=O)C1CC(=O)NCCc1cnn(-c2ccccc2)c1 (stereo not given)
 : -1.4 | i | i
CC(C)c1ccccc1-n1c(-c2cccnc2)n[nH]c1=S
 : -1.1 | i | i
O=C(COc1ccc2ccc(=O)oc2c1)Nc1ccc(CCO)cc1
 : -1.6 | i | i
C=CCn1c(SCC(=O)Nc2cc(C)on2)nc2sc(CC)cc2c1=O
 : 0.4 | i | i
CCc1ccc(NC(=O)CCC(=O)Nc2nnc(C(F)(F)F)s2)cc1
 : -1.9 | i | i
Cc1ccc(CSc2nc3ccccc3c(=O)[nH]2)cc1
 : -1.8 | i | i
C=C(Cl)COc1cc(C)cc2oc(=O)cc(CC)c12
 : 0.3 | i | i
O=C(C[n+]1cccc2ccccc21)c1ccc(Br)cc1
 : -0.5 | -9.3* | i
O=C(NCc1ccncc1)C1CCN(S(=O)(=O)Cc2ccccc2)CC1
 : -0.5 | i | i
COc1ccc(CCC(=O)Nc2ccc(S(=O)(=O)Nc3nccc(C)n3)cc2)cc1
 : -2.1 | i | i
CN(CC(=O)Nc1ccccc1C(F)(F)F)C(=O)Cc1ccc(S(=O)(=O)N2CCOCC2)s1
 : -1.0 | i | i
O=c1[nH]c2c(n(C3CCCCC3)c1=O)CCC2
 : -0.5 | i | i
CC(=O)Nc1ccc2c(COC(=O)[C@H](C)N3C(=O)C4CCCCC4C3=O)cc(=O)oc2c1 (stereo not given in full)
 : -0.2 | i | i
CSC1=NCCN1C(=O)c1ccc(S(=O)(=O)N2CCCCC2)cc1
 : -1.2 | i | i
COc1ccc2nc(Nc3nc4cc5c(cc4s3)OCCO5)sc2c1
 : -0.3 | i | i
COC(=O)c1sc2ncn(N)c(=O)c2c1C
 : -2.3 | i | i
CC(C)n1c(-c2cccs2)nc2ccccc21
 : -1.3 | i | i
COC(=O)c1[nH]c2cc(OC)ccc2c1NC(=O)CCN1CCCCC1
 : -0.3 | i | i
COC(=O)[C@@H]1C[C@@H](C(=O)O)[C@H](C)C1(C)C
 : -1.4 | i | i
CC(C)(C)SCCNS(=O)(=O)c1ccc2ccccc2c1
 : -0.3 | i | i

Other structures:
Sequence of screens – STK33 inh | CHT block | CHT allo act
O=C(NCCc1c[nH]c2ccccc12)C(=O)NCC1OCCN1S(=O)(=O)c1ccc(F)cc1 (stereo not given)
 : 0.0 | i | i
CCCc1n[nH]c2c1C(=O)C(C(=O)OC)C(C)(C)C2 (stereo not given)
 : -0.2 | i | i
Cc1ccc(-c2cc(-c3ccccc3)nc(NN)n2)cc1
 : -1.7 | i | i
COc1cccc(-c2cc(C(=O)Nc3cc(C)on3)no2)c1
 : 0.3 | i | i
COC(=O)c1ccc(-n2c(C)cc(C(=O)COC(=O)CNS(=O)(=O)c3ccc(C)cc3)c2C)cc1
 : -0.6 | i | i
N#Cc1nccnc1S(=O)(=O)c1cccs1
 : -1.5 | i | i
COCCCN1CC(=O)N2C(c3ccccc3)c3[nH]c4ccccc4c3C[C@H]2C1=O (stereo not given in full)
 : 0.0 | i | i
O=C(COc1ccc(Cl)cc1)NCc1nnc(SCC(=O)NC2CCCCC2)o1
 : -0.2 | i | i
Cc1cc(C(=O)OCC(=O)Nc2ccc(F)c(F)c2F)c(C)o1
 : -1.1 | i | i
COc1ccc(C(=O)N/N=C(/C)c2cccc(NC(=O)c3ccncc3)c2)cc1OC
 : -1.3 | i | i
Cc1nn(-c2ccccc2)c(C)c1NC(=O)COC(=O)c1ccccc1OC(F)F
 : -2.0 | i | i
Cc1cc(C)nc(N2CCCC(C(=O)NCc3cccc(C(F)(F)F)c3)C2)n1 (stereo not given)
 : -1.3 | i | i
Cn1nc(C(=O)Nc2cccnc2)c2ccccc2c1=O
 : -1.7 | i | i
CCn1c(COc2c(C)cccc2C)nnc1SCC(=O)N1CCN(c2ccccc2)CC1
 : 0.7 | i | i
CS(=O)(=O)c1ccc(Cl)c(NC(=O)COC(=O)c2c(Cl)cccc2Cl)c1
 : 0.1 | i | i
Cc1cccc(NC(=O)CNC(=O)c2ccco2)n1
 : -0.9 | i | i
CCCCSc1nc2c(c(=O)[nH]1)CCC2
 : -2.3 | i | i
C/C(=N\NC(=O)c1ccc(Br)cc1)c1ccccc1
 : -1.5 | i | i
CCOC(=O)CCCNC(=O)COC(=O)/C=C/c1ccc2c(c1)OCO2
 : 1.0 | i | i
COc1ccc2[nH]c3c(c2c1)CCn1c-3nc2ccccc2c1=O
 : 0.1 | i | i
O=C(O)c1ccc(Cl)c(S(=O)(=O)NC(Cc2ccccc2)C(=O)O)c1 (stereo not given)
 : -1.8 | i | i
CC1c2nc3ccccc3n2C(CC(=O)NCc2ccccn2)C(=O)N1Cc1ccccc1 (stereo not given)
 : -2.1 | i | i
Cc1nn(Cc2ccc(Cl)cc2)c(=O)n1N(C)c1ncc(C(F)(F)F)cc1Cl
 : -1.2 | i | i
Cc1cccc(NC(=O)CSCC(=O)Nc2cccc(S(=O)(=O)N3CCCCCC3)c2)c1
 : -1.0 | i | i
COc1ccc2nc(C3CCCCC3)c3c(c2c1)CCC3
 : -0.1 | i | i
Cc1cccc(C2c3[nH]c4ccccc4c3CCN2C(=O)c2cc(CC(C)C)nc(C)n2)n1 (stereo not given)
 : 1.3 | i | i
N/C(=N\OC(=O)COc1ccccc1Cl)c1ccc(Cl)cc1
 : 0.5 | i | i
Cc1cc(NC(=O)CCCN2C(=O)c3cccnc3C2=O)no1
 : -0.5 | i | i
CCCNC(=O)c1c(CSc2ccc(Cl)cc2)noc1C(=O)NCc1ccccc1
 : -0.7 | i | i
O=C(NC(=S)NC1CCSC1=O)c1ccccc1 (stereo not given)
 : 7.6 | i | i
O=C1COc2ccc(S(=O)(=O)N3CCN(c4ccccc4)CC3)cc2N1
 : -4.1 | i | i
COC(CNC(=O)c1ccc2c(c1)ncn2-c1cccc(C)c1)OC
 : -0.1 | i | i
COc1cccc(/C=C/c2nc(C#N)c(NCC(C)C)o2)c1
 : 0.1 | i | i
Cc1ccc2c(CC(=O)Nc3c(C)n(C)n(-c4ccccc4)c3=O)coc2c1
 : -1.2 | i | i
CCCCn1c(N)c(N(Cc2ccccc2OC)C(=O)COc2cc(C)ccc2Cl)c(=O)[nH]c1=O
 : -0.2 | i | i
CCc1ccc(NC(=O)C(=O)N/N=C(\C)CC(=O)Nc2ccccn2)cc1
 : 0.0 | i | i
CCC1CCCCN1CCCNC(=O)Cn1cnc2sc(C)c(S(=O)(=O)N3CCC(C)CC3)c2c1=O (stereo not given)
 : -0.8 | i | i
COc1ccc(/C=N\NC(=O)c2ccccc2[N+](=O)[O-])cc1COc1c(F)c(F)c(F)c(F)c1F
 : -1.8 | i | i
O=C(CSc1ccccn1)N/N=C/C=C/c1ccccc1
 : -2.7 | i | i
CCOC(=O)c1nnn(-c2nonc2N)c1CNc1ccc(C)c(Br)c1
 : 0.2 | i | i
CCOC(=O)/C(Sc1nc(-c2ccccc2)cc(-c2ccccc2)c1C#N)=C(\C)O
 : -2.7 | i | i
O=C(CSCc1ccc(C(=O)O)cc1)Nc1ccccc1
 : -1.7 | i | i
COc1ccccc1N(CC(=O)NC(C)(C)C)C(=O)CCC(=O)Nc1ccccn1
 : -1.4 | i | i
CCOc1ccc(C(=O)NC(=S)Nc2ccccc2N2CCC(C)CC2)cc1[N+](=O)[O-]
 : -0.8 | i | i
CC(=O)c1ccc(OCC(O)CN2C(C)(C)CC(O)CC2(C)C)cc1 (stereo not given)
 : -0.8 | i | i
CC(=O)Nc1cccc(NC=C(C#N)C#N)c1
 : . | i | i
COc1ccc(N(C(C)=O)c2nc(C)cc(C)c2C#N)c(OC)c1
 : -1.6 | i | i
c1ccc(-c2nccnc2-c2ccccc2)cc1
 : -0.9 | i | i
NCCCC[C@@H]1NC(=O)c2cc([N+](=O)[O-])cc(I)c2SC[C@@H](C(N)=O)NC(=O)[C@H](CCC(N)=O)NC1=O
 : -0.8 | i | i
COC(=O)C1=NNC2(C)C(=O)N(c3ccc(C)cc3)C(=O)C12 (stereo not given)
 : -0.3 | i | i
COCCN(CCOC)c1nc(S(=O)(=O)c2ccc(C)cc2)c(Cl)s1
 : -0.1 | i | i
COC(=O)C1=C(C)Nc2c(c(=O)n(C)c(=O)n2C)C1c1ccc(C)cc1 (stereo not given)
 : -1.5 | i | i

Bioassay records: PubChem BioAssay, several laboratories
